# Screening results from PubChem BioAssay.
# CTSL1 counter: blocks F. hepatica cathepsin L1 in PFM18AAP counter-screen; recombinant F. hepatica cathepsin L1, Z-Leu-Arg-MCA fluorescence; inhibition, % at 5.96 µM; 300,000 compounds, 0.49% hits;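 active = inhibition above the mean of all tested compounds plus 3 SD, set per screening campaign, cut at about 17% in these data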;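 note: 0% = plate median of test compound wells and 100% = 1 µM Z-Phe-Ala-diazomethylketone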
# HCV core dimer: blocks dimerization of HCV core protein; 300,000 compounds, 0.33% hits; TR-FRET GST/Flag-core106 dimerization, 1536-well; inhibition, % at 5 µM; AID 1899;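 active = inhibition above the mean of all tested compounds plus 3 SD, set per screening campaign, cut at about 45% in these data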
#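 Test system: GST/Flag-tagged HCV core106 proteins; Medium: KF-containing HEPES buffer, pH 7.45, DTT, CHAPS, BSA; Times: compound-protein-antibody incubation 4 h at 22.5 °C; Detection: TR-FRET 671 and 617 nm emission; Benchmarks: wells lacking GST-core106 and wells with excess unlabelled core106.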
# ZTA DNA inh: ZTA (EBV) inhibition in EBNA-1 counter-screen. 320,000 compounds, 0.15% hits. ZTA-DNA binding, fluorescence polarization. inhibition, % at 11 µM. P03206; in the data active = inhibition above about 33%
# Target sequence (P03206 whole entry, looked up): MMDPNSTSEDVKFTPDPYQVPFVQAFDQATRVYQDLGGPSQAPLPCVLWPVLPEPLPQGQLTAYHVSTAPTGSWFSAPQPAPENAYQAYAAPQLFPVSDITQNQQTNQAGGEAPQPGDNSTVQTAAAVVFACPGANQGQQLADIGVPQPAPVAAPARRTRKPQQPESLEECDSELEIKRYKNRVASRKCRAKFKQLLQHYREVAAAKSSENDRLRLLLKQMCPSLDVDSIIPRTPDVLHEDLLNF
# PREPL inh: inhibitors of human prolyl oligopeptidase-like enzyme PREPL; inhibition, % at 5.96 µM; 320,000 compounds, 0.68% hits; recombinant PREPL, fluorescence polarization activity-based probe; in the data active = inhibition above about 43%;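 note: 0% = enzyme with DMSO and 100% = wells lacking enzyme; many of its hits are not listed in these tables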
# PP5 primary: inhibitors of human protein phosphatase 5 (PP5); 320,000 compounds, 0.18% hits; purified PP5c, OMFP substrate fluorescence; AID 1987; inhibition, % at 6.7 µM;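 active = inhibition above the campaign's mean inhibition across all tested compounds plus 3 SD, cut at about 9.5% in these data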;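 note: 0% = DMSO only and 100% = 100 µM cantharidin control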
# Target sequence (P53041 whole entry, looked up): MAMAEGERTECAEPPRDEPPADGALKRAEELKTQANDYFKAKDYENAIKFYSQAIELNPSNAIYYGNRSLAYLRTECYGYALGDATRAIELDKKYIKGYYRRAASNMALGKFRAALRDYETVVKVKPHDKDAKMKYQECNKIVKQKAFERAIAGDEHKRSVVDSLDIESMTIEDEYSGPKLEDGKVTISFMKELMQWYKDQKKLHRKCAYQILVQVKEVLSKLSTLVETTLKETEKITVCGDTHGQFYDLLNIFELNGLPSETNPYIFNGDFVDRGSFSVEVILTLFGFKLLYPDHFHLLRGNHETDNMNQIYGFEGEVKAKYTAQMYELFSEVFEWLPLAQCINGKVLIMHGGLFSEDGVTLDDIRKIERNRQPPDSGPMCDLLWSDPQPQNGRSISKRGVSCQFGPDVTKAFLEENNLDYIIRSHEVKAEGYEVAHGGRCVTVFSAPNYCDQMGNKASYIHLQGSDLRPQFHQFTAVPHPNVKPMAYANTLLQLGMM
# EBNA-1 inhibitor: blocks EBNA-1 binding to DNA; inhibition, % at 14.8 µM; EBNA-1 DNA binding, fluorescence polarization; AID 1950; 300,000 compounds, 0.34% hits; in the data active = inhibition above about 28%
# TPT1 inhibitor: inhibitors of Candida albicans tRNA 2'-phosphotransferase TPT1 | recombinant caTPT1, FP RNA substrate dephosphorylation | AID 1962 | 300,000 compounds, 0.81% hits | inhibition, % at 5 µM;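 active = inhibition above the mean of all tested compounds plus 3 SD, set per screening campaign, cut at about 24% in these data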;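 note: plate controls were DMSO alone for no effect and ferristatin control at 100 nM for full effect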
# PP1 counter: counter-screen for PP5 inhibitors: inhibitors of human PP1-alpha | P62136 | purified PP1alpha, OMFP fluorescence | inhibition, % at 6.7 µM | 320,000 compounds, 0.9% hits | AID 2235;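 active = inhibition above the mean inhibition of all tested compounds plus 3 SD, computed separately for each screening campaign, cut at about 15% in these data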
# Target sequence (P62136 whole entry, looked up): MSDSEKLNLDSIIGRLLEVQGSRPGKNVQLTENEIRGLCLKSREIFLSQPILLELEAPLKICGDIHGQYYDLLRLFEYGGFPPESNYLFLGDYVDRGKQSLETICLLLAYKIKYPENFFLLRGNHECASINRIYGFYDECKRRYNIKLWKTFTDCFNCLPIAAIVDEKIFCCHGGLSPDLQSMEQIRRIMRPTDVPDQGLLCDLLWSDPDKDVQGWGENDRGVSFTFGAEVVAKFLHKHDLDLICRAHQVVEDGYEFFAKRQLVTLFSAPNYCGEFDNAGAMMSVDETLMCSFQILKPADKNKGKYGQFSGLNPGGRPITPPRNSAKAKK
# Efflux pump inh: inhibitors of Candida antifungal efflux pumps expressed in yeast; S. cerevisiae Candida pump triplex, Nile Red efflux; inhibition, % at 10 µM; 330,000 compounds, 0.44% hits;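 active = plate passing quality check with inhibition over a set limit, or well fluorescence over plate mean plus 4 SD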;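 note: Nile Red retained in pooled yeast measured as flow cytometry median fluorescence; 0% = buffer negative control and 100% = Enniatin B positive control; higher means more Nile Red kept so more efflux inhibition; some compounds called inactive have numbers as strong as hits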
# * hit, by the source's call.
SMILES,CTSL1 counter,HCV core dimer,ZTA DNA inh,PREPL inh,PP5 primary,EBNA-1 inhibitor,TPT1 inhibitor,PP1 counter,Efflux pump inh
O=C(NCc1cccnc1)C1c2ccccc2C(=O)N1C1CCCC1 (centres undefined),-4,-33,-11,6,-4.0,-4,-2,-3,0.5
O=C(CSc1nc2[nH]ncc2c(=O)n1-c1ccccc1)N1CCCc2ccccc21,-4,1,14,-1,1.0,10,-3,0,0.0
CC(=O)c1cccc(NC(=O)C(OC(=O)/C=C/c2ccc3c(c2)OCO3)c2ccccc2)c1 (centres undefined),-17,19,3,5,2.4,-8,2,1,0.5
C=CC(=O)NC1CC2CCC1(C)C2(C)C (centres undefined),-4,-2,-2,-6,0.6,-13,0,-2,0.1
CN1c2ccc(Cl)cc2C(=O)NC1c1ccc([N+](=O)[O-])s1 (centres undefined),-2,6,-1,-1,-0.2,4,1,-3,0.1
COc1ccc(CCNC(=O)CSc2nnc(NC(C)=O)s2)cc1OC,-3,3,9,-3,-1.4,13,-4,-1,0.0
Cn1c(C(=O)NCCCN2CCN(c3cccc(Cl)c3)CC2)cc2c(=O)n(C)c3ccccc3c21,2,-1,-2,-45,3.0,-13,-2,-1,0.2
Cc1ccc2[nH]c(-c3cccc(F)c3)cc(=O)c2c1,-3,-14,-26,-14,-3.1,-5,-1,11,-0.1
CCOC(=O)c1ccc(NC(=O)CSc2nc(C)nc3c2c(=O)n(C)c(=O)n3C)cc1,3,23,-1,-11,2.1,-7,-4,5,-0.1
O=C(c1ccc2c(c1)OCO2)C1CCCN(C(=O)NCc2ccccc2)C1 (centres undefined),-1,-3,10,-6,2.0,-2,0,1,-0.1

# Arranged by formula weight (descending): three of the compounds above
SMILES,CTSL1 counter,HCV core dimer,ZTA DNA inh,PREPL inh,PP5 primary,EBNA-1 inhibitor,TPT1 inhibitor,PP1 counter,Efflux pump inh
CC(=O)c1cccc(NC(=O)C(OC(=O)/C=C/c2ccc3c(c2)OCO3)c2ccccc2)c1 (centres undefined),-17,19,3,5,2.4,-8,2,1,0.5
O=C(c1ccc2c(c1)OCO2)C1CCCN(C(=O)NCc2ccccc2)C1 (centres undefined),-1,-3,10,-6,2.0,-2,0,1,-0.1
C=CC(=O)NC1CC2CCC1(C)C2(C)C (centres undefined),-4,-2,-2,-6,0.6,-13,0,-2,0.1

# Next records
SMILES,CTSL1 counter,HCV core dimer,ZTA DNA inh,PREPL inh,PP5 primary,EBNA-1 inhibitor,TPT1 inhibitor,PP1 counter,Efflux pump inh
CCOC(=O)c1cnn(-c2ccccc2)c1NC(=O)C(F)(F)C(F)(F)C(F)(F)F,11,1,6,6,0.5,-11,0,-3,0.0
Cc1c(NC(=O)c2cc(C(C)C)on2)c(=O)n(-c2ccccc2)n1C,0,-9,8,8,0.7,7,0,-1,-0.2
O=C(CN1C(=O)NC2(CCOc3ccccc32)C1=O)c1ccc[nH]1 (centres undefined),-3,4,-8,18,1.9,0,-1,-7,-0.1
COc1ccc(C2/C(=C(\O)c3ccc4c(c3)OCCO4)C(=O)C(=O)N2CCCn2ccnc2)cc1 (centres undefined),-3,-13,-18,12,3.5,1,0,-1,-0.3
O=C(N/N=C/c1ccc(-c2ccc([N+](=O)[O-])cc2)o1)c1cccnc1,3,-5,-9,2,2.8,-10,13,0,-0.1
COCc1cc(C)n(CC(=O)Nc2ccc(N3CCOCC3)c(Cl)c2)c(=O)c1C#N,3,1,3,-2,2.1,5,1,-1,0.0
COc1ccc(OCC(=O)N/N=C2\CCCCc3ccccc32)cc1,1,3,4,-11,1.0,7,2,0,-0.2
CC1CCCCN1C(=O)c1ccccc1NC(=O)c1ccco1 (centres undefined),0,-7,2,-2,0.3,7,0,2,-0.1
O=C(CCl)c1ccc2c(c1)CCN2C(=O)C1CCCCC1,16,5,0,-3,-2.4,5,3,2,0.0
Cc1cc(C)n(-c2ccc(C(=O)OCC(=O)Nc3ccc(S(=O)(=O)N4CCCCC4)cc3)cc2)n1,-1,12,8,8,5.5,1,7,-1,-0.1
CCN(c1ccccc1)S(=O)(=O)c1ccc(OC)c(NS(=O)(=O)c2cccs2)c1,-4,7,-12,3,-2.2,-4,0,-5,0.0
COc1cc(C(=O)NCCNc2nc3cc(C)ccc3cc2C#N)cc(OC)c1OC,1,12,5,-12,3.0,-3,-3,-1,-0.2
COCCNC(=O)NC(=O)COC(=O)Cc1ccc2c(c1)OCCO2,-1,5,2,-2,0.1,-1,-3,-3,-0.1
Cc1ccc(C)c(NC(=S)NC(C)C(c2ccccc2)N2CCN(C)CC2)c1 (centres undefined),4,-7,-8,36,0.0,3,-2,-2,0.0
CC(=O)Nc1cccc(C(=O)Oc2cccc(C)c2)c1O,1,-5,1,3,-0.5,-2,-4,-2,0.0
Cc1cc(OCC(O)CN(C)C(=O)C(C)Oc2ccccc2)ccc1Cl (centres undefined),0,4,-1,-1,0.9,0,-1,-4,-0.1
O=C(CSc1cn[nH]n1)Nc1ccccc1C(F)(F)F,2,-3,2,2,0.6,-6,5,1,0.1
COc1ccc(-n2c(=O)c3c4c(sc3n3c(=S)[nH]nc23)CCCC4)cc1,1,21,18,1,-0.4,17,4,-2,-0.1
O=C(NCCS(=O)(=O)NC1CCCC1)c1ccccc1,6,-1,1,7,-3.1,-10,1,-2,0.3
O=C1C(=O)N(Cc2cccnc2)C(c2ccccn2)/C1=C(/O)c1ccc(F)cc1 (centres undefined),2,-8,-10,5,-1.9,9,-4,-2,-0.1
CN(C)S(=O)(=O)c1cc(NC(=O)COC(=O)CCc2ccccc2)ccc1Cl,-8,3,-5,-5,2.0,-4,1,0,0.1
O=C(CCCCn1c(=O)c2ccccc2n(CC(=O)Nc2ccccc2)c1=O)NCc1ccco1,-3,3,7,-1,-1.1,7,-1,-3,-0.2
COc1ccc(S(=O)(=O)N2CCOCC2)cc1NC(=O)COc1ccccc1,-4,8,2,-2,-1.0,4,0,-5,0.0
CC(C)Oc1ccc(C(=O)Nc2ccc(N3CCCCC3)cc2)cc1,-2,-3,10,-4,0.8,-5,-3,0,-0.1
CC(=O)Oc1cc2c(C(=O)NCCCN3CCOCC3)c(C)oc2c2ccccc12,-19,-16,10,-6,0.0,1,0,-2,-0.1
Cc1nn(C2CCCCC2)c(N)c1-c1ccccc1,1,1,14,7,-0.2,5,4,-3,0.1
CCCC(=O)NC(c1ccc(C(C)C)cc1)c1ccc2cccnc2c1O (centres undefined),0,0,-2,3,-2.1,-1,-1,26*,-0.2
O=C(Cc1ccccc1)Nc1ccc(NC(=O)c2cccs2)cc1Cl,3,-4,3,-4,1.6,1,5,-3,0.2
COc1ccc(/C=N/Nc2nnc(C)n2N)cc1OC(C)=O,0,-7,-2,21,1.4,2,-6,1,-0.1
CN1CCCN(C(=O)c2ccccc2Cl)CC1,-3,-2,0,15,3.7,-14,-3,7,0.0
O=C(NC1CCCCC1)C1CCC(=O)N(Cc2cccc(C(F)(F)F)c2)C1 (centres undefined),-3,-3,-10,-3,0.5,11,-3,-3,0.0
NC(=O)[C@@H]1CCCN1Cc1nc(Cc2ccccc2Cl)no1,6,-1,-22,11,-1.9,-3,1,-1,-0.1
COc1ccc(CCNC(=O)CN(Cc2ccc(Cl)cc2)S(C)(=O)=O)cc1OC,5,-1,-3,-1,0.0,8,-2,-2,-0.1
Cc1ccsc1/C=N/NC(=O)CSCc1ccc(Cl)cc1,6,6,1,-26,4.0,-6,2,0,0.1
COc1ccc(C(CNC(=O)c2ccco2)N2CCCCC2)cc1 (centres undefined),8,-8,3,-4,-1.0,4,-3,0,-0.1
OCC[C@H]1C[C@H](O)[C@@H](O)[C@]2(CCCc3ccccc3O2)O1,-3,-9,-8,7,1.4,7,1,2,0.1
COc1cc(/C=N/NC(=O)c2ccc(CSc3nncn3C)cc2)ccc1OCC(=O)N1CC(C)OC(C)C1 (centres undefined),8,6,3,-4,-4.0,1,1,-2,-0.1
CSc1nc(N2CCN(Cc3ccc4c(c3)OCO4)CC2)c2ccccc2n1,2,9,-5,-20,3.0,-10,3,4,0.9
CCOC(=O)c1c(C)[nH]c(C(=O)CSc2nc3ccccc3o2)c1C,-2,3,13,-5,0.7,1,-2,-2,0.0
COc1ccc(S(=O)(=O)NCC2CCCN(C(=O)C3CCCC3)C2)cc1 (centres undefined),-2,-3,1,6,-0.4,-16,-1,-14,0.3
CCCCNC(=O)C(Sc1ccccc1)c1ccccc1 (centres undefined),1,-4,3,7,-0.1,-5,-3,-2,-0.2
CCc1nnc(NC(=O)c2ccc(S(=O)(=O)N3CCc4ccccc4C3)cc2)s1,-3,4,8,6,0.4,1,2,-4,-0.4
O=C(O)c1ccc(NC(=O)C(c2ccccc2)c2ccccc2)cc1,0,5,-3,8,-0.9,-1,-4,-4,-0.1
Cc1ccc2nc(N3CCN(C(=O)CCCC(=O)O)CC3)nc(-c3ccccc3)c2c1,1,2,1,-5,1.9,-5,-7,3,0.0
COc1ccc(O)c(/C=N/Nc2nc3ccccc3[nH]2)c1,-3,-28,2,34,0.8,12,-3,-1,-0.3
O=C(C1CC1c1ccccc1)N1CCOCC1 (centres undefined),0,0,-4,-2,2.7,7,0,2,0.0
COC(=O)c1ccccc1NC(=O)C/C(C)=N/NC(=O)Cc1ccc(Cl)cc1,4,-3,1,-13,0.4,-13,4,-2,0.6
CC(C)c1c(C(=O)N/N=C/c2c[nH]c3ccccc23)nnn1-c1nonc1N,-6,-6,-2,15,3.0,-19,0,-2,0.0
COc1ccc(C)cc1NC(=O)CSc1nnc(-c2cc(C)[nH]n2)n1N,-2,3,5,2,1.2,3,0,-5,0.1
CCc1nc(SCC(=O)NC2CC2)c2c(C)c(C)sc2n1,6,-9,-18,7,2.1,0,-2,1,0.1

# Structural class, the entries above with a Cl atom.
SMILES,CTSL1 counter,HCV core dimer,ZTA DNA inh,PREPL inh,PP5 primary,EBNA-1 inhibitor,TPT1 inhibitor,PP1 counter,Efflux pump inh
CN1c2ccc(Cl)cc2C(=O)NC1c1ccc([N+](=O)[O-])s1 (centres undefined),-2,6,-1,-1,-0.2,4,1,-3,0.1
Cn1c(C(=O)NCCCN2CCN(c3cccc(Cl)c3)CC2)cc2c(=O)n(C)c3ccccc3c21,2,-1,-2,-45,3.0,-13,-2,-1,0.2
COCc1cc(C)n(CC(=O)Nc2ccc(N3CCOCC3)c(Cl)c2)c(=O)c1C#N,3,1,3,-2,2.1,5,1,-1,0.0
O=C(CCl)c1ccc2c(c1)CCN2C(=O)C1CCCCC1,16,5,0,-3,-2.4,5,3,2,0.0
Cc1cc(OCC(O)CN(C)C(=O)C(C)Oc2ccccc2)ccc1Cl (centres undefined),0,4,-1,-1,0.9,0,-1,-4,-0.1
CN(C)S(=O)(=O)c1cc(NC(=O)COC(=O)CCc2ccccc2)ccc1Cl,-8,3,-5,-5,2.0,-4,1,0,0.1
O=C(Cc1ccccc1)Nc1ccc(NC(=O)c2cccs2)cc1Cl,3,-4,3,-4,1.6,1,5,-3,0.2
CN1CCCN(C(=O)c2ccccc2Cl)CC1,-3,-2,0,15,3.7,-14,-3,7,0.0
NC(=O)[C@@H]1CCCN1Cc1nc(Cc2ccccc2Cl)no1,6,-1,-22,11,-1.9,-3,1,-1,-0.1
COc1ccc(CCNC(=O)CN(Cc2ccc(Cl)cc2)S(C)(=O)=O)cc1OC,5,-1,-3,-1,0.0,8,-2,-2,-0.1
Cc1ccsc1/C=N/NC(=O)CSCc1ccc(Cl)cc1,6,6,1,-26,4.0,-6,2,0,0.1
COC(=O)c1ccccc1NC(=O)C/C(C)=N/NC(=O)Cc1ccc(Cl)cc1,4,-3,1,-13,0.4,-13,4,-2,0.6

# A portion of the library; count on the stated rates, not on these rows.
